Bioassay records: PubChem, several laboratories
HT29 cell growth-1: HT29 colon tumor cell growth inhibition, primary screen, imaging, high content imaging, 24 h, CellTiter-Glo (AID 770); HT29 cell number by imaging, 24 h; hits give high values; 3,300 tested, under 10 active; growth inhibition, % at 10 µM;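 active means growth inhibition above 90% in viable cell count at a single dose; inactive means growth inhibition below 90%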
A549 NSCLC growth: A549 NSCLC cell proliferation inhibitors – ATP luminescence, human non-small cell lung line, primary screen (AID 371); 3,300 compounds, 8.4% hits; growth inhibition, % at 10 µM; A549 growth inhibition, ATP luminescence; hits give high values;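 active means mean growth inhibition over the two runs of 50% or more; inactive means mean growth inhibition under 50%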;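 further: compound exposure lasted 72 h before the ATP read; 0% = untreated cell signal and 100% = no luminescence left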
AID364: Jurkat cell viability reduction – Jurkat E6.1, NIH starter set, primary screen (AID 364) | Jurkat E6.1 viability, ATP luminescence, 48 h; higher % means a stronger effect | inhibition, % at 4 µM; hits with a dose series show CC50 in µM | 3,300 compounds, 2% hits;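 active means concentration giving half-maximal inhibition at or below 20 micromolar; inactive means half-maximal concentration above 20 micromolar, or not dose tested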;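 further: 100% = cells treated with 4 µM doxorubicin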
AID772: HT29 colon tumor cell growth inhibition, primary screen, imaging, high content imaging, 72 h, CellTiter-Glo (AID 772) | HT29 cell growth, HCS imaging cell count, 72 h; hits give high values | growth inhibition, % at 10 µM | 3,300 compounds, 0.6% hits;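 active means growth inhibition above 90%, meaning viable cell count cut by more than 90% versus vehicle controls; inactive means growth inhibition below 90%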
HT29 cell growth-2: HT29 colon tumor cell growth inhibition, primary screen, imaging, high content imaging, 48 h, CellTiter-Glo (AID 771). 3,300 compounds, 2% hits. HT29 cell growth, HCS imaging cell count, 48 h; hits give high values. growth inhibition, % at 10 µM;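 active means growth inhibition above 90%, meaning viable cell count by imaging cut by more than 90% versus vehicle controls; inactive means growth inhibition below 90%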;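 further: percent fewer viable cells counted by imaging than vehicle controls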
HT29 cell growth-1 condensed nuclei: second read-out of HT29 cell growth-1, no call of its own (marks repeat the call); condensed nuclei, %; measured here: percent cells with condensed nuclei;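 share of cells whose nuclear area falls below control median minus 1.5 SD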
HT29 cell growth-1 ATP viability: further read-out of HT29 cell growth-1, marked with its call; growth inhibition, %; measured here: ATP CellTiter-Glo viability
HT29 cell growth-2 condensed nuclei: also measured in HT29 cell growth-2; calls as there; condensed nuclei, %; measured here: percent cells with condensed nuclei;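 condensed means Hoechst nuclear area under control median minus 1.5 SD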
HT29 cell growth-2 ATP viability: further read-out of HT29 cell growth-2, marked with its call; growth inhibition, %; measured here: ATP CellTiter-Glo viability inhibition
AID772 condensed nuclei: recorded beside AID772, whose call it bears; condensed nuclei, %; measured here: percent cells with condensed nuclei;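 condensed means nuclear area below control median minus 1.5 SD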
AID772 second: further read-out of AID772, marked with its call; growth inhibition, %; measured here: ATP CellTiter-Glo viability
The depositor's hits bear a star; x = no result given; & = joins results of further samples. Not all compounds are listed; count on the stated rates, not on these rows.

SMILES	HT29 cell growth-1	HT29 cell growth-1 condensed nuclei	HT29 cell growth-1 ATP viability	A549 NSCLC growth	AID364	AID772	AID772 condensed nuclei	AID772 second	HT29 cell growth-2	HT29 cell growth-2 condensed nuclei	HT29 cell growth-2 ATP viability
Cc1ccc(/C(O)=C2/C(=O)C(=O)N(Cc3ccco3)C2c2cccs2)cc1 (configuration not stated)	21	5.1	-4	-1	2%	23	6	5	14	1.7	4
Nc1c2c(nc3ccccc13)N(C1CCCCC1)CC2	-9	2.1	-4	39	5%	52	1	-12	-2	2.6	4
Cc1cc2c(c(=O)n1Cc1ccccn1)C(c1ccc3c(c1)OCO3)C(C#N)=C(N)O2 (configuration not stated)	15	6.5	-14	-3	0%	49	8	8	29	3.2	-13
COc1cc(C2C(C#N)=C(N)Oc3cc(C)n(CCN4CCOCC4)c(=O)c32)cc(OC)c1OC (configuration not stated)	-2	2.1	-2	3	-3%	55	10	9	13	3.6	-6
Cc1ccccc1-n1c(=O)/c(=C\c2ccco2)s/c1=C(/C#N)C(=O)Nc1ccccc1	-16	3.8	-9	19	7%	-86	4	-28	34	3.9	3
N[C@@H](Cc1ccc(O)c(I)c1)C(=O)O	9	5.7	-9	-13	-3%	29	0	0	-8	2.4	x
CCCCNC1=C(Br)C(=O)CC(C)(C)C1	5	3.5	-4	-4	-4%	-12	1	-27	10	2.3	-16
Cc1cc(C)n(C(=O)CNC(=O)CCc2ccccc2)n1	-50	7.4	8	-3	-6%	13	2	10	-40	3.9	3
Cc1ccc(S(=O)(=O)c2cc3c(=O)n4cccc(C)c4nc3n(CC3CCCO3)c2=N)cc1 (configuration not stated)	13	2.7	-1	8	6%	75	2	1	10	1.4	11
Cc1ccc(C(=O)NCC(C)(C)O)cc1	-27	3.2	-18	5	12%	-4	3	-15	-45	3.3	-32
O=c1cc(-c2ccco2)nc(-c2cccs2)o1	-23	2.1	3	15	6%	-9	2	-15	23	2.8	-12
NC(N)=NC(N)=NCCc1ccccc1	-12	1.5	6	27	15%	34	3	8	7	3.1	x
O=C1CC(c2ccccc2)n2nc(NS(=O)(=O)c3ccccc3)nc2N1 (configuration not stated)	-12	3.5	9	-4	-6%	6	5	26	7	3.0	10
CC(C)CNc1nc2c(c(=O)n(C)c(=O)n2C)n1Cc1cccc(Br)c1	16	1.3	2	24	15%	-34	7	-14	34	4.0	-3
COCCNc1ncnc2c1cnn2-c1ccc(Cl)cc1	8	5.6	0	26	7%	18	8	-17	54	2.2	2
CCC1=Nc2ccccc2NC2=C1C(=O)CCC2	30	6.2	-1	1	-1%	-28	5	-27	-6	11	-11
CCN(CC)CCCN1C(=O)C(=O)/C(=C(/O)c2ccccc2)C1c1cc(OC)ccc1OC (configuration not stated)	36	7.9	9	6	3%	-64	5	-54	27	4.5	-10
Cn1c(=O)c2c(nc(SCCN3CCCCC3)n2Cc2ccc(Cl)cc2)n(C)c1=O	0	2.9	-2	29	18%	39	6	46	49	1.6	25
CSc1nc(N)c(C#N)c(-c2ccccc2Cl)c1C#N	-6	5.3	-14	60*	11%	25	1	7	10	3.4	-3
Cn1cc(C(=O)NCN2CCCCC2)c2ccccc21	-10	2.9	-10	5	0%	35	3	-30	6	1.4	-26
CCOC(=O)C1=C(C)N=C2SC(C)C(=O)N2C1c1ccc(C(=O)OC)cc1 (configuration not stated)	-5	9.9	-16	2	-8%	-74	2	-56	35	1.8	-20
NC(=O)C(c1ccccc1)C1CCCC1 (configuration not stated)	38	7.7	1	2	-4%	-6	2	-2	-17	2.2	18
COc1cccc(-c2nnc3sc(-c4ccc(C)cc4)nn23)c1	37	5.0	22	49	24%	81	13	23	48	8.7	33
O=C(CCC1CCCC1)N1CCC(N2CCN(c3ccccc3)CC2)CC1	-18	4.3	-9	18	1%	17	6	-20	-56	2.7	-40
COc1ccc(C2=Nn3c(nnc3-c3ccccn3)SC2)cc1	41	5.8	26	50*	4.8µM*	12	15	76	85	20	59
CCOC(=O)C1CCN(c2nc3ccccc3nc2C(C#N)C(=O)OC(C)COC)CC1 (configuration not stated)	-2	16	12	28	-8%	51	10	36	25	4.0	12
CC(C)OC(=O)C(CC(=O)O)NCc1ccccc1 (configuration not stated)	12	3.8	2	-2	-2%	-18	4	-25	-5	1.6	-13
COc1cccc(/C=C2/CN(C)CC3=C2OC(N)=C(C#N)C3c2cccc(OC)c2)c1 (configuration not stated)	-39	2.2	-5	68*	0%	-2	6	-3	9	2.2	-2
CN1C(C(=O)Nc2ccccn2)=C(O)c2ccccc2S1(=O)=O	18&-39	3.0&2.1	12&-29	5&5	-2%&2%	-6&-26	3&4	6&-29	22&-65	2.6&2.0	4
N#CC1=C(SCc2ccccc2)NC2=C(C(=O)CCC2)C1c1ccc2c(c1)OCO2 (configuration not stated)	14	3.0	7	35	13%	49	20	20	43	2.4	23
CCC1(C)Cc2c(sc3[nH]c(=O)[nH]c(=O)c23)CS1 (configuration not stated)	-24	2.6	-20	3	0%	-19	1	-22	-10	2.2	-15
c1ccc(N2CCN(c3nc(-c4ccccn4)nc4ccccc34)CC2)cc1	5	12	-11	65*	1%	12	4	-28	19	15	-16
C[N+](C)(C)CCOP(=O)([O-])OC[C@H](O)CO	-3	5.1	-4	-4	-1%	45	1	-5	16	2.6	x
CC1(C)C2CCC1(C)C(NC(=O)CCN1CCCCC1)C2 (configuration not stated)	28	11	-11	8	0%	-8	2	-50	42	5.7	17
CN1c2ccccc2-c2nc3ccccc3n2C1c1ccco1 (configuration not stated)	-6	3.2	27	42	1%	69	9	59	37	3.0	28
Cc1c2c([n+]3n1CCC3)CC(C)(C)CC2=O	-11	3.5	-1	-5	-7%	1	2	-3	-2	3.4	-6
Cc1csc2nc(CSc3nc4ccccc4o3)cn12	12	3.7	0	29	2%	-19	4	-45	19	2.2	-20
CCSc1nc(N)c(C#N)c(-c2ccccc2Cl)c1C#N	-17	6.1	-12	3	4%	18	4	-9	39	2.6	1
Cc1cc(C)n(C(=O)CN2C(=O)CCC2=O)n1	-4	2.1	-6	1	-10%	-20	3	-10	22	1.1	-13
CC(=O)OCC1=C(C(=O)O)N2C(=O)[C@@H](NC(=O)Cc3cccs3)[C@H]2SC1	35	4.8	2	-5	1%	29	12	21	11	1.6	x
COc1ccc(C(=O)NCCCCCC(=O)O)cc1OC	13	1.1	-6	3	-8%	12	1	-19	6	1.7	3
CCN(CC)CCN1C(=O)C(=O)/C(=C(/O)c2ccc(OC)cc2)C1c1ccco1 (configuration not stated)	-14	4.3	-5	2	-9%	-90	4	-60	-2	2.3	-20
O=C(Nc1nc(=O)c2ccccc2s1)c1ccccc1	0	1.6	-9	6	-4%	59	5	6	-62	2.7	-34
CCN(CC)CCNC(=O)c1ccc(N)cc1	-37	2.3	-19	4	-1%	-28	5	-18	-12	1.7	x
O=C(O)CCCCCCC1C(=O)NC(=O)N1CCC(O)C1CCCCC1 (configuration not stated)	-15	3.6	21	-11	10%	-3	5	13	-51	0.9	x
CC1(C)Cc2c(sc3nc(SCC#N)n(C4CCCCC4)c(=O)c23)CO1	-26	2.6	0	3	-5%	26	4	24	-3	4.7	3
CCCCOc1ccc(C(=O)NCC(=O)NCC(=O)OCC)cc1	-4	1.4	0	41	11%	37	2	6	39	1.7	4
Cn1ncc(N=Cc2c(O)ccc3ccccc23)c1C(=O)N1CCOCC1	-5	3.5	7	4	3%	42	9	7	-40	2.7	1

Given field by field: entries from further up.
molecule: COc1ccc(C(=O)NCCCCCC(=O)O)cc1OC
  HT29 cell growth-1: 13 | HT29 cell growth-1 condensed nuclei: 1.1 | HT29 cell growth-1 ATP viability: -6 | A549 NSCLC growth: 3 | AID364: -8% | AID772: 12 | AID772 condensed nuclei: 1 | AID772 second: -19 | HT29 cell growth-2: 6 | HT29 cell growth-2 condensed nuclei: 1.7 | HT29 cell growth-2 ATP viability: 3
molecule: CCN(CC)CCN1C(=O)C(=O)/C(=C(/O)c2ccc(OC)cc2)C1c1ccco1 (configuration not stated)
  HT29 cell growth-1: -14 | HT29 cell growth-1 condensed nuclei: 4.3 | HT29 cell growth-1 ATP viability: -5 | A549 NSCLC growth: 2 | AID364: -9% | AID772: -90 | AID772 condensed nuclei: 4 | AID772 second: -60 | HT29 cell growth-2: -2 | HT29 cell growth-2 condensed nuclei: 2.3 | HT29 cell growth-2 ATP viability: -20

Compounds from the list above with a cyano group, in the order listed:
SMILES	HT29 cell growth-1	HT29 cell growth-1 condensed nuclei	HT29 cell growth-1 ATP viability	A549 NSCLC growth	AID364	AID772	AID772 condensed nuclei	AID772 second	HT29 cell growth-2	HT29 cell growth-2 condensed nuclei	HT29 cell growth-2 ATP viability
Cc1cc2c(c(=O)n1Cc1ccccn1)C(c1ccc3c(c1)OCO3)C(C#N)=C(N)O2 (configuration not stated)	15	6.5	-14	-3	0%	49	8	8	29	3.2	-13
COc1cc(C2C(C#N)=C(N)Oc3cc(C)n(CCN4CCOCC4)c(=O)c32)cc(OC)c1OC (configuration not stated)	-2	2.1	-2	3	-3%	55	10	9	13	3.6	-6
Cc1ccccc1-n1c(=O)/c(=C\c2ccco2)s/c1=C(/C#N)C(=O)Nc1ccccc1	-16	3.8	-9	19	7%	-86	4	-28	34	3.9	3
CSc1nc(N)c(C#N)c(-c2ccccc2Cl)c1C#N	-6	5.3	-14	60*	11%	25	1	7	10	3.4	-3
CCOC(=O)C1CCN(c2nc3ccccc3nc2C(C#N)C(=O)OC(C)COC)CC1 (configuration not stated)	-2	16	12	28	-8%	51	10	36	25	4.0	12
COc1cccc(/C=C2/CN(C)CC3=C2OC(N)=C(C#N)C3c2cccc(OC)c2)c1 (configuration not stated)	-39	2.2	-5	68*	0%	-2	6	-3	9	2.2	-2
N#CC1=C(SCc2ccccc2)NC2=C(C(=O)CCC2)C1c1ccc2c(c1)OCO2 (configuration not stated)	14	3.0	7	35	13%	49	20	20	43	2.4	23
CCSc1nc(N)c(C#N)c(-c2ccccc2Cl)c1C#N	-17	6.1	-12	3	4%	18	4	-9	39	2.6	1
CC1(C)Cc2c(sc3nc(SCC#N)n(C4CCCCC4)c(=O)c23)CO1	-26	2.6	0	3	-5%	26	4	24	-3	4.7	3
